# Assay outcomes: PubChem, National Center for Advancing Translational Sciences (NCATS)
# ALOX12 inh = Primary qHTS assay for inhibitors of human arachidonate 12S-lipoxygenase (ALOX12): Round 2; Polyunsaturated fatty acid lipoxygenase ALOX12 (Homo sapiens), P18054; Potency, µM (doses to about 108 µM), without a hit: at the top dose activity change, negative = inhibition, usual class: inhibitors; 1.1% of 580,000 active; purified 12hLO, xylenol orange hydroperoxide absorbance; active means well fitted inhibition curve with a large enough effect; inconclusive means small, poorly fitted or top-dose-only effect, or another doubt; inactive means no such curve, though single readings can be large or run the other way
# Target sequence (P18054 whole entry, looked up): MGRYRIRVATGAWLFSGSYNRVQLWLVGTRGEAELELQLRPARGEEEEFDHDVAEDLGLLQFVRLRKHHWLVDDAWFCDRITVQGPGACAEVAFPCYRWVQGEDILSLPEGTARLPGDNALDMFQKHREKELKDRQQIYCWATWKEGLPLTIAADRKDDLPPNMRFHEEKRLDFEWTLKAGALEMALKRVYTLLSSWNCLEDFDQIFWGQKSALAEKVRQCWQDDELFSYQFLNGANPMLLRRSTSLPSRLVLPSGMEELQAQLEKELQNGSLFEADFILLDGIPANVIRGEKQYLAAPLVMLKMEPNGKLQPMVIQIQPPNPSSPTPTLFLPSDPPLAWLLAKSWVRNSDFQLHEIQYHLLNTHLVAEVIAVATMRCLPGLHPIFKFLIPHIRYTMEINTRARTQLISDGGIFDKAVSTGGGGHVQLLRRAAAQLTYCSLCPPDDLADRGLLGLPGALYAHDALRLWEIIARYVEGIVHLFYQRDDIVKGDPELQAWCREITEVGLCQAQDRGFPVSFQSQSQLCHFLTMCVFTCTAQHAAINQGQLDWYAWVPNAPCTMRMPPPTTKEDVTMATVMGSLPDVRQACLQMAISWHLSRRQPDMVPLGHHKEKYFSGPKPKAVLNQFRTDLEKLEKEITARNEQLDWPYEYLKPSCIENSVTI
#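 Hydroperoxide product was detected by ferrous iron/xylenol orange as the 573 to 405 nm absorbance ratio. Arachidonic acid at 40 uM (final) was turned over for 30 min at room temperature by 150 nM human 12hLO, pH 7.0 Hepes buffer, after 15 min compound preincubation.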
# * = called active by the depositor; u = inconclusive; [ ] = dose if it differs, or a comment. On the % scale 0 is the no-effect control and ±100 the full control effect; potency means the concentration at half of the fitted maximal effect.
# The opening 3 entries, ahead of the listing:
SMILES	ALOX12 inh
Cc1nc([C@H]2CCN(Cc3cccnc3)C[C@H]2NC(=O)C2CC2)n[nH]1	30%
O=C(Nc1ncn[nH]1)C1CC(=O)N(c2ccc3c(c2)OCCO3)C1 (stereo not given)	8%
Cc1cc(C)c(NS(=O)(=O)c2ccc(S(=O)(=O)N3CCCC3)cc2)c(C(=O)O)c1	40µM*

# All compounds of this part (from the top)
SMILES	ALOX12 inh
Cc1nc([C@H]2CCN(Cc3cccnc3)C[C@H]2NC(=O)C2CC2)n[nH]1	30%
O=C(Nc1ncn[nH]1)C1CC(=O)N(c2ccc3c(c2)OCCO3)C1 (stereo not given)	8%
Cc1cc(C)c(NS(=O)(=O)c2ccc(S(=O)(=O)N3CCCC3)cc2)c(C(=O)O)c1	40µM*
O=C(Cn1nc(C(=O)O)c2ccccc2c1=O)Nc1ccccc1Cl	u
Cc1ccc(CNc2ccc(C(=O)O)cc2)cc1	u
CCCCCNC(=O)C(c1ccc(-c2ccccc2)cc1)n1c(=O)c(-c2cc3ccccc3[nH]2)nc2ccccc21 (stereo not given)	-28%
CCCCS(=O)(=O)N1C[C@@H](COC)[C@H](C(=O)NC)C1	43%[activator]
CC(C)(C)CN[C@@H]1CO[C@H](CNC(=O)c2ccc(F)cc2)[C@H]1O	14%[176 µM]
Cc1cccc(C(=O)Nc2ccc(NC(=O)c3ccco3)cc2O)c1	u
OC[C@@H]1CN(Cc2ccncc2)C[C@H](n2cnc3c(NCc4ccco4)ncnc32)O1	-4%
Cn1cc(CNC(=O)C[C@@H]2C[C@H]3O[C@H](CNC4CCOCC4)[C@@H](O)[C@H]3O2)cn1	0%[176 µM]
O=C(c1cccnc1N1CC2CC(C1)[C@H]1CCCC(=O)N1C2)N1CC=C(c2ccccc2)CC1 (stereo not given in full)	44%[activator]
COCCC(=O)N1CCC2(CCN(Cc3cccc(C)c3)CC2)C(CO)C1 (stereo not given)	96%[activator]
COc1cccc(CN2CCOC3CCN(Cc4cccc(Cl)c4)CC3C2=O)c1 (stereo not given)	u
Cc1ccc(NC(=O)C2CCN(C(=O)c3ncn4c3COC(c3ccc(F)cc3)C4)CC2)c(F)c1 (stereo not given)	-6%
CN1CC(=O)N(c2ccccc2F)Cc2c1ncnc2N1CCc2ccccc2C1	u
O=C(NC1CCc2nnc(C3CC3)n2CC1)c1ccc2ccccc2n1 (stereo not given)	70%[activator]
CN(C)c1ncccc1CNC(=O)COc1ccccc1Cl	-12%
CCn1cc(C(=O)NCC(C)(CC)N2CCOCC2)c2ccccc21 (stereo not given)	16%
O=C(C1CCOCC1)N1CCC(Oc2ccccc2-c2nc(-c3ccccc3)no2)C1 (stereo not given)	10%
O=C(c1ccc(F)cc1)N1CCc2nc(-c3ccccc3)nc(-c3ccc(Cl)cc3)c2C1	17%
COCCOc1ccc2c(n1)CCN(C(=O)Nc1ccc(C)c(C)c1)C2	-10%
O=C([C@@H]1C[C@H](F)CN1S(=O)(=O)c1cccc(Cl)c1)N1CCc2ccccc2C1	3%
O=C(CCc1ncc(-c2c(F)cccc2F)o1)Nc1ccc(F)c(F)c1F	25%
Cc1ccc(/C=N/NC(=O)c2ccc(Cl)cc2)s1	11%

# Individual results from the list.
# `Cc1nc([C@H]2CCN(Cc3cccnc3)C[C@H]2NC(=O)C2CC2)n[nH]1` in ALOX12 inh has 30%
# `CCCCS(=O)(=O)N1C[C@@H](COC)[C@H](C(=O)NC)C1` in ALOX12 inh has 43%[activator]
# `Cc1ccc(/C=N/NC(=O)c2ccc(Cl)cc2)s1` in ALOX12 inh has 11%
# `CCCCCNC(=O)C(c1ccc(-c2ccccc2)cc1)n1c(=O)c(-c2cc3ccccc3[nH]2)nc2ccccc21` (stereo not given) in ALOX12 inh has -28%

# The listing continues.
SMILES	ALOX12 inh
COc1cc(C2CC(=O)Nc3nc(C)[nH]c(=O)c32)cc(OC)c1OC (stereo not given)	-8%
O=C(CN1C(=O)COc2ccc(S(=O)(=O)N3CCOCC3)cc21)N1CCCCC1	8%
O=[S+]([O-])(c1ccccc1)N1CC(Oc2ccc(F)c(F)c2)C1	1%[6.33 µM]
O=C(CCC1CCCC1)N1CCCC(c2nc(CCOCC3CCOCC3)no2)C1 (stereo not given)	26%
COc1cc(C2C(C#N)=C(N)Oc3n[nH]c(C)c32)ccc1OCc1c(F)cccc1Cl (stereo not given)	-6%
O=C(O)COc1ccc(/C=C/c2nc3ccccc3c(=O)n2-c2ccc(C(=O)O)cc2)cc1	u
O=c1[nH]c(=O)n(Cc2ccccc2)c2nc(-c3cccc(F)c3)n(CC3CCCO3)c12 (stereo not given)	1%
CC(=O)NC(Cc1c[nH]c2ccccc12)C(=O)N1CCN(S(=O)(=O)c2ccc(Cl)cc2)CC1 (stereo not given)	2%
O=[N+]([O-])c1ccc(Sc2nc3ccccc3[nH]2)c(Cl)c1	u
CC(C)CNC(=O)C1c2ccccc2C(=O)N(Cc2ccco2)C12CCCC2 (stereo not given)	17%
COc1cccc(CC(=O)NCc2nnc3c(-c4nc(C(C)C)no4)cccn23)c1	26%
CCO[C@H]1CN(C(=O)CCNC(=O)c2cccc(OC)c2)C[C@@H]1O	-18%
CCOC(=O)N1CCN(C(=O)C[C@@H]2C[C@@]3(C(=O)OC)CCCCC=C3N(Cc3ccccc3)C2=O)CC1	3%
C[C@@H]1CN([C@H](C)CO)C(=O)c2cc(NS(=O)(=O)c3ccccc3)ccc2O[C@@H](C)CCCCO[C@@H]1CN(C)Cc1ccc(Cl)c(Cl)c1	-3%
Cc1nc(C)c(C(=O)N2CC(Oc3cccc(-c4nc(-c5ccccc5)no4)c3)C2)s1	11%
CCOc1ccc(-c2csc(-c3c(C)c(C)nn(C)c3=O)n2)cc1	-10%
Cc1ccc(OCC(=O)N2CCC(Cc3n[nH]c(C)n3)CC2)cc1	-16%
Cc1cnc(C)c(Nc2nc(C(N)Cc3ccc(F)cc3)cs2)n1 (stereo not given)	2%
CC(=O)Nc1cc(-c2ccc(C(=O)NC3CC3)cc2)cn2c(-c3cccc(C(C)=O)c3)cnc12	u
C=CCOC(=O)C(C#N)c1nc2ccccc2nc1N1CCC(Cc2ccccc2)CC1 (stereo not given)	0%
CCCCN(Cc1ccccc1)Cc1nc(-c2ccc(C(=O)OC)cc2)no1	23%
O=C(Cc1ccc2c(c1)OCO2)N1CCOCC2(CN(Cc3cc(F)cc(F)c3)C2)C1	14%[176 µM]
O=C1Nc2ccccc2CNC12CCN(CC1CCOCC1)CC2	1%[6.33 µM]
Cc1c(C(=O)Nc2nc3c(s2)CCCCC3)[nH]c2c1C(=O)CCC2	15%
CC(C)c1ccc2sc3ccccc3c(=O)c2c1	u
O=C1CC(c2ccccc2)N(Cc2ccncc2)CCCN(C(=O)CN2C(=O)CCC2=O)CCN1 (stereo not given)	66%[activator]
CCc1noc2ncnc(N3CCCC(C(=O)NCc4ccccc4Cl)C3)c12 (stereo not given)	-29%
CC(C)COc1ccc(C(=O)Nc2cccc3cccnc23)cc1	4%
COc1ccc(CN2CCCCC23Cc2ccccc2CNC3=O)c(OC)c1 (stereo not given)	-4%[6.33 µM]
CCCC1(CO)CCCN(C(=O)CCn2ccc(=O)[nH]c2=O)C1 (stereo not given)	28%
O=C(NCc1cccnc1-n1cncn1)C1CC2(CCNCC2)CN1 (stereo not given)	21%
Cc1ccc(-c2cc(C(=O)N(C)CC(=O)NC3CC3)c3ccccc3n2)cc1	-11%
COc1ccc(-c2ccccc2NC(=O)C2CCCN2C(=O)NC(C)C)cc1 (stereo not given)	19%
CCN(c1ccc(-c2csc(NC)n2)cc1)S(C)(=O)=O	u
COc1ccc(CN2CCCC3(Cc4ccccc4CNC3=O)C2)cc1F (stereo not given)	3%[6.33 µM]
Cc1cc2c(c(=O)o1)[C@@]1(C(=O)N(C)c3ccccc31)C1=C(CC(C)(C)CC1=O)O2	-4%
CC(C)(C)OC(=O)N1CCC[C@@H]1C(=O)N1CCC[C@H]1C(=O)NCc1ccccc1	-24%
COc1ccc(C(=O)N2CCCCCNC(=O)[C@@H]3CCC[C@@H]32)c(OC)n1	18%
CCOc1ccc(C(=O)NC(CC(=O)OC)c2ccc(Cl)cc2)cc1OC (stereo not given)	-12%
Cc1ccc(C(C)NC(=O)CN2C(=O)C3(CCNCC3)Nc3ccccc32)cc1 (stereo not given)	16%
Cc1nn(CCC(=O)NCc2cccnc2)c(=O)c2nn(-c3ccccc3)c(C)c12	-6%
Cc1nc2c(c(N[C@@H]3COCC[C@H]3OCc3ccccn3)n1)CCC2	59%[activator]
COC(=O)C1=C(C)N(Cc2ccccc2C(F)(F)F)C(=NCc2ccc(C(F)(F)F)cc2)NC1CCc1ccccc1 (stereo not given)	-12%
Cc1ccc(C(=O)N2CC[C@@H]3CN(S(C)(=O)=O)[C@@H]3C2)c(C)c1	27%
CS(=O)(=O)N1CCC(NC(=O)c2ccc3ccccc3n2)CC1	u
COC(=O)c1cc2c(c3c4cc(C)ccc4n(S(=O)(=O)c4ccc(OC)cc4)c13)C(=O)N(Cc1ccc(C(F)(F)F)cc1)C2	-18%
Cc1ccsc1CN1CCCCCCNC(=O)CC1	35%[activator]
COc1cccc(C(=O)N2CC(CO)C3(CCNCC3)C2)c1OC (stereo not given)	52%[activator]
COc1ccc(CN2CCCN(C(=O)c3nn(-c4ccccc4)c(=O)c4ccccc34)CC2)cc1	-21%
CC(NS(=O)(=O)Cc1ccccc1)C(=O)O (stereo not given)	-3%

# Reprinted at random: two entries already listed
SMILES	ALOX12 inh
CC(C)(C)OC(=O)N1CCC[C@@H]1C(=O)N1CCC[C@H]1C(=O)NCc1ccccc1	-24%
O=C1CC(c2ccccc2)N(Cc2ccncc2)CCCN(C(=O)CN2C(=O)CCC2=O)CCN1 (stereo not given)	66%[activator]

# Next section.
SMILES	ALOX12 inh
N#Cc1ccc(/C=C/C(=O)c2ccc3c(c2)OCCO3)cc1	-20%
O=C(c1ccccc1)N1CCC(N2CCOC2=O)CC1	-1%[12.5 µM]
CN(CCc1ccccc1)C(CCc1ccccc1)C(=O)Nc1ccc2c(c1)OCCO2 (stereo not given)	u
CCc1nc2c(OCCc3cccc(OC)c3)cccn2c1N(C)C(=O)c1ccc(OC)cc1	-1%
O=C1CC(C(=O)Nc2ccccc2C(F)(F)F)n2nc(SCc3ccccc3)nc2N1 (stereo not given)	u
O=C(c1ccc(F)cc1Cl)N1CCC(n2cc(-c3nc(-c4ccccc4)no3)nn2)CC1	u
CCCN(Cc1nc2cc(Cl)ccc2c(=O)[nH]1)C(=O)c1cc(OC)c(OC)c(OC)c1	13%
COCC(=O)N1CCN(c2oc(-c3cccc(C)c3)nc2S(=O)(=O)c2ccc(F)cc2)CC1	-45%
O=C(NC1CCCN(c2cc(-c3ccccc3)[nH]n2)C1)c1ccccc1F (stereo not given)	87%[activator]
COc1ccc(-c2nc(C(C)C)nc3c2CN(C(=O)c2ccc4c(c2)OCO4)CC3)cc1	u
COc1ccc(-c2cc3nc4c(c(=O)n3[nH]2)CN(C(=O)NCc2ccco2)CC4)cc1	7%
CC(=O)N1CCC(N2CCN3C(=O)N(Cc4ccccn4)C[C@H]3C2)CC1	66%[activator][176 µM]
Cc1ccc(-c2c(C)nn3c(N4CCN(CCO)CC4)cc(C)nc23)cc1	-3%
COc1cccc(CNC(=O)[C@@H]2C[C@@H](O)CN2C2CCN(C(=O)c3sccc3C)CC2)c1	7%
CC(C(=O)Nc1ccc(C(F)(F)F)cc1)N(C)C (stereo not given)	-5%
Cc1ccccc1-c1nc2cc3c(cc2cc1CN1CCC[C@H]1CO)OCO3	17%
COc1ccc(C2CCCCC2SCC(=O)O)cc1OC (stereo not given)	-20%
O=C(OCc1nnnn1-c1ccccc1)C1(c2ccccc2)CCCC1	-32%
CCc1ccc(-n2ccc3nc(N4CCc5ccccc5C4)ncc3c2=O)cc1	40µM*
Cc1oc2cc(OCC(=O)N3CCCC(C(=O)O)C3)ccc2c(=O)c1-c1ccc(Cl)cc1 (stereo not given)	4%
COc1ccc(-c2noc([C@@H]3CCCN3C(=O)c3cccc(Cl)c3)n2)cc1	10%
COc1cccc(C(=O)N[C@H](C(=O)N2CCC[C@H]2C(=O)NCCc2ccccc2Cl)C2CCCCC2)c1	-26%
O=C(Cc1ccc(F)cc1)Nc1ccccc1C(F)(F)F	-55%
COc1ccccc1-n1[nH]c(C)c(Cc2ccccc2Cl)c1=O	5%
COc1ccc(CC(=O)N[C@H]2[C@H](O)[C@H](O)C[C@@H]2c2cccnc2)cc1	39%[activator][176 µM]
CC(C)c1noc(Cn2nc(-c3ccccc3)c3ccccc3c2=O)n1	27%
CC1(c2nnnn2-c2ccc3c(c2)OCCO3)CCC(=O)N1CCCN1CCOCC1 (stereo not given)	u
CC(O)C(=O)Nc1ccc(C(F)(F)F)cc1 (stereo not given)	-6%
CC(CCc1ccccc1)NC(=O)C1CCN(c2cc(C(F)(F)F)ncn2)CC1 (stereo not given)	20%
CC(C)CCCC1CN(C(=O)c2cn(CCCN)nn2)CCO1 (stereo not given)	52%[activator]
O=S(=O)(Cc1ccc(F)cc1)N1CCc2ccccc21	-9%
CC1(COc2ccccc2)COc2ccc(C(=O)NCc3cccnc3)cc2N1 (stereo not given)	-23%[176 µM]
CCOc1ccc(C(=O)Nc2nc(C)cs2)cc1OC	1%
Cc1ccc(Cn2c(C)c3cnn(CC(=O)NCc4cccs4)c(=O)c3c2C)cc1	-62%
Cc1noc(C)c1CC(=O)NCC12CCC=C1NC(=O)CC2 (stereo not given)	33%[activator]
COc1ccc(NC(=O)Cn2c(=O)n(-c3cccc(C)c3)c(=O)c3c2cc(C)n3C)c(OC)c1	29%
NC(=O)[C@@H]1CN(C(=O)Cc2ccc(F)cc2)C[C@H]1COc1ccccc1	28%

# These rows are one share of the data, so the mix of outcomes need not match the whole.
